NPY2 pot ag: human NPY-Y2 potentiation or agonism, primary screen; P49146; cells expressing NPY-Y2, potentiator/agonist read-out; activation, % at 3.6 µM; 220,000 compounds, 0.45% hits; AID 1359; in the data active means activation above about 27%;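 further: cells stimulated with NPY near EC25 plus isoproterenol at EC100; 0% = vehicle plus submaximal agonist and 100% = vehicle plus saturating agonist; some results beyond the cut were filed as inactive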
Target sequence (P49146 whole entry, looked up): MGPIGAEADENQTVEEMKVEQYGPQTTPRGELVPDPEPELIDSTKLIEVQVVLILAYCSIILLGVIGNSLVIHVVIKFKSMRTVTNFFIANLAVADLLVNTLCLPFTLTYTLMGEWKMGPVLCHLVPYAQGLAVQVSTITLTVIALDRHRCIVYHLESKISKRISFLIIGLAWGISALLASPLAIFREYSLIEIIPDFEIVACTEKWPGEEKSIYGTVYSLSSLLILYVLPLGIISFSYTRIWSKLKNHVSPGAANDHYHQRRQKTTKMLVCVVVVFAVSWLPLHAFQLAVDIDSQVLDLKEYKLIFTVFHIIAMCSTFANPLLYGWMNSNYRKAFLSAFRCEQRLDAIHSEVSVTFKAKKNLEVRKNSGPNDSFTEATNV
NPY Y1 blocker: antagonists of human neuropeptide Y receptor Y1 | P25929 | HEK293-CNG Y1 cells, membrane potential fluorescence; NPY at EC95, then isoproterenol | inhibition, % at 3.6 µM | 200,000 compounds, 1% hits | AID 1040;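 active means inhibition above the campaign mean inhibition of all tested compounds plus 3 SD, cut at about 20% in these data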;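 further: 0% = DMSO wells given NPY plus isoproterenol and 100% = isoproterenol alone without NPY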
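Assay system: HEK293 cells with Y1 receptor plus CNG channel | Probe or stimulus: NPY (25 nM), isoproterenol (1 µM), Ro 20-1724 (25 µM) | Timing: Compound incubation 1 h at room temperature, readout 45 min post-stimulation | Measured by: Membrane-potential fluorescent dye readout | Benchmarks: High control isoproterenol alone, low control NPY with isoproterenol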
Ba/F3 V617F tox: reduce viability of Ba/F3 cells dependent on JAK2V617F; Ba/F3 EpoR-JAK2V617F viability, ATP luminescence; inhibition, % at 5.6 µM; 220,000 compounds, 1.1% hits; AID 1446;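 active means inhibition above the campaign mean plus 3 SD over all tested compounds, cut at about 24% in these data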;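 further: cytokine-independent growth of Ba/F3 cells driven by EpoR plus mutant JAK2; 0% = DMSO-treated cells and 100% = JAK inhibitor I control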
S1P4 antagonist: blocks the human S1P4 receptor; inhibition, % at 4.98 µM; O95977; S1P4-expressing cells, antagonist mode, reporter read-out; 220,000 compounds, 0.26% hits; AID 1510; in the data active means inhibition above about 29%;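 further: 0% = wells stimulated with agonist and 100% = vehicle wells without agonist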
CHOP inh: CHOP inhibition in unfolded protein response; CHO-K1 CHOP-promoter luciferase, tunicamycin-induced, 15-18 h; inhibition, % at 10 µM; AID 2732; 220,000 compounds, 3.8% hits;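 active means compounds that reduced the stress-induced luciferase reporter signal by more than about 70% of percent inhibition, limit read from the data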;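 further: 0% = tunicamycin plus vehicle and 100% = wells without tunicamycin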
NPY1 pot ag: potentiators or agonists of human neuropeptide Y receptor Y1; 220,000 compounds, 0.37% hits; NPY-Y1 expressing cells, potentiator/agonist activation; AID 1304; activation, % at 3.6 µM; P25929; in the data active means activation above about 33%, passing the limit was not always enough;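 further: cells stimulated with NPY at EC10 then isoproterenol at EC100; 0% = low agonist plus stimulus and 100% = saturating agonist plus stimulus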
S1P4 agonist: activates the human S1P4 receptor | S1P4-expressing cell line, agonist reporter assay | activation, % at 4.98 µM | 220,000 compounds, 0.35% hits | AID 1509; in the data active means activation above about 11%;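 further: 0% = DMSO vehicle and 100% = reference agonist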
p47phox inh: inhibitors of human p47phox binding | 220,000 compounds, 0.53% hits | P14598 | p47phox/p22phox peptide binding, fluorescence polarization, 2 h | inhibition, % at 24.7 µM;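 active means inhibition above about 30%, limit read from the data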;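 further: 0% = p47phox with labelled peptide and 100% = labelled peptide alone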
Target sequence (P14598 whole entry, looked up): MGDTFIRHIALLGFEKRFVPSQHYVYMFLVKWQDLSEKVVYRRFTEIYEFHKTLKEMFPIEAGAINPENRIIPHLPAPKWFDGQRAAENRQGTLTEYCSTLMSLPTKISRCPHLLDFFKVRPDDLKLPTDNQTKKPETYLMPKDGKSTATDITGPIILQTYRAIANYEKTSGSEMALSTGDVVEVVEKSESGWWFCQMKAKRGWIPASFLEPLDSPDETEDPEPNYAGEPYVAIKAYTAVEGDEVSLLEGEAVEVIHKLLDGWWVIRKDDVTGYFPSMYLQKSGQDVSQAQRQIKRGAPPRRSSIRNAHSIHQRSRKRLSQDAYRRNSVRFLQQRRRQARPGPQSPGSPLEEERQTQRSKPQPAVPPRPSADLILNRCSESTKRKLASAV
BaF3 parental: reduces parental Ba/F3 cell viability, JAK2V617F counter-screen. CellTiter-Glo ATP luminescence. 220,000 compounds, 1.1% hits. AID 1486. inhibition, % at 5.6 µM;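 active means inhibition above a per-campaign cutoff, the mean inhibition of all tested compounds plus 3 SD, cut at about 27% in these data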;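 further: 0% = DMSO wells and 100% = JAK Inhibitor I control wells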
The depositor's hits bear a star.

`CCOC(=O)c1cc(-c2ccccc2)sc1NC(=O)CSc1nncs1` gave NPY2 pot ag -6.6, NPY Y1 blocker 0.9, Ba/F3 V617F tox 5.4, S1P4 antagonist -9.5, CHOP inh 28.6, NPY1 pot ag -22.8, S1P4 agonist 0.2, p47phox inh -40.4 and BaF3 parental 11.4.
`O=C1c2cccc3cccc(c23)C(=O)N1c1ccccn1` gave NPY2 pot ag -8.5, NPY Y1 blocker -7.1, Ba/F3 V617F tox 7.1, S1P4 antagonist -40.2, CHOP inh 0.2, NPY1 pot ag -1.1, S1P4 agonist 0.0, p47phox inh 4.9 and BaF3 parental 3.8.
Screening CSc1ncccc1C(=O)OCc1ccccc1F returned NPY2 pot ag -10.5, NPY Y1 blocker 8.1, Ba/F3 V617F tox 1.8, S1P4 antagonist -8.4, CHOP inh -26.3, NPY1 pot ag -15.7, S1P4 agonist 2.1, p47phox inh 8.3 and BaF3 parental 4.6.
Screening O=C(c1ccccn1)N(c1ccccc1)C1(C(=O)NC2CCCCC2)CCCCC1 returned NPY2 pot ag -0.2, NPY Y1 blocker -1.1, Ba/F3 V617F tox 1.9, S1P4 antagonist -23.7, CHOP inh 19.0, NPY1 pot ag -3.4, S1P4 agonist 1.6, p47phox inh -1.5 and BaF3 parental 6.2.
`C=CCc1cccc2cc(C(=O)Nc3ccc(NC(C)=O)cc3)c(=O)oc12` gave NPY2 pot ag 3.6, NPY Y1 blocker 0.6, Ba/F3 V617F tox -0.7, S1P4 antagonist -6.7, CHOP inh -7.4, NPY1 pot ag 32.6, S1P4 agonist -1.2, p47phox inh 7.6 and BaF3 parental 3.5.
`CCCN(CCC)CCNS(=O)(=O)c1ccc2c(c1)CCN2C(=O)C1CCC1` gave NPY2 pot ag -9.9, NPY Y1 blocker 3.6, Ba/F3 V617F tox 1.7, S1P4 antagonist 0.5, CHOP inh -8.1, NPY1 pot ag -12.6, S1P4 agonist -2.0, p47phox inh -4.3 and BaF3 parental 8.0.
Screening COC(=O)CS(=O)(=O)c1cc([N+](=O)[O-])ccc1NC(=O)OC returned NPY2 pot ag 12.8, NPY Y1 blocker 1.8, Ba/F3 V617F tox -4.7, S1P4 antagonist -9.5, CHOP inh 12.6, NPY1 pot ag 12.8, S1P4 agonist 0.0, p47phox inh -0.1 and BaF3 parental 0.9.
Screening COc1cc(C(O)P(=O)(OC(C)C)c2ccc(N(C)C)cc2)cc(OC)c1OC (centres undefined) returned NPY2 pot ag -11.1, NPY Y1 blocker 0.8, Ba/F3 V617F tox 3.9, S1P4 antagonist 9.6, CHOP inh -13.6, NPY1 pot ag -2.1, S1P4 agonist -0.2, p47phox inh -10.5 and BaF3 parental 2.1.
For CCc1ccc(Nc2cc(C(=O)NCCCN3CCOCC3)c3ccccc3n2)cc1 the results were NPY2 pot ag -7.2, NPY Y1 blocker 3.7, Ba/F3 V617F tox 3.8, S1P4 antagonist -10.1, CHOP inh 22.5, NPY1 pot ag -0.2, S1P4 agonist -1.1, p47phox inh -7.1 and BaF3 parental 10.5.
CC(C)(Oc1ccc(Cl)cc1)C(=O)OCC(=O)Nc1ncc(Cl)cc1Cl was read as NPY2 pot ag -0.4, NPY Y1 blocker 1.8, Ba/F3 V617F tox 1.8, S1P4 antagonist -10.9, CHOP inh 74.8*, NPY1 pot ag 1.2, S1P4 agonist -0.8, p47phox inh -21.0 and BaF3 parental -4.4.
N#CCC(=O)NC(=O)NCC1CC1 was read as NPY2 pot ag 5.5, NPY Y1 blocker -0.1, Ba/F3 V617F tox 0.3, S1P4 antagonist 2.5, CHOP inh 3.5, NPY1 pot ag -12.2, S1P4 agonist 0.4, p47phox inh -9.0 and BaF3 parental 5.5.
Screening COCCn1c(C)cc(C(=O)CSc2n[nH]c(N)n2)c1C returned NPY2 pot ag 2.8, NPY Y1 blocker 3.7, Ba/F3 V617F tox -4.5, S1P4 antagonist 2.0, CHOP inh -15.8, NPY1 pot ag -18.8, S1P4 agonist 0.2, p47phox inh 7.6 and BaF3 parental 4.3.

Overlap with the part before: 2 entries; new compounds follow.
N#CCC(=O)NC(=O)NCC1CC1 was read as NPY2 pot ag 5.5, NPY Y1 blocker -0.1, Ba/F3 V617F tox 0.3, S1P4 antagonist 2.5, CHOP inh 3.5, NPY1 pot ag -12.2, S1P4 agonist 0.4, p47phox inh -9.0 and BaF3 parental 5.5.
Screening COCCn1c(C)cc(C(=O)CSc2n[nH]c(N)n2)c1C returned NPY2 pot ag 2.8, NPY Y1 blocker 3.7, Ba/F3 V617F tox -4.5, S1P4 antagonist 2.0, CHOP inh -15.8, NPY1 pot ag -18.8, S1P4 agonist 0.2, p47phox inh 7.6 and BaF3 parental 4.3.
CCc1nc(SCC(=O)O)c(C#N)c2c1CCCC2 was read as NPY2 pot ag -7.6, NPY Y1 blocker 8.1, Ba/F3 V617F tox -3.4, S1P4 antagonist -3.5, CHOP inh -14.2, NPY1 pot ag 5.9, S1P4 agonist -0.6, p47phox inh -3.9 and BaF3 parental -0.6.
C/C(=N\NC(=O)c1cccc(S(=O)(=O)N2CCOCC2)c1)c1ccco1 was read as NPY2 pot ag 1.6, Ba/F3 V617F tox -6.0, S1P4 antagonist -9.6, CHOP inh -10.7, NPY1 pot ag 13.3, S1P4 agonist 1.8, p47phox inh 10.2 and BaF3 parental -5.3.
O=C(Nc1cccc(F)c1)C1CCN(C(=O)c2ccc(Br)cc2)CC1 was read as NPY2 pot ag 1.4, NPY Y1 blocker 2.5, Ba/F3 V617F tox -0.1, S1P4 antagonist -10.8, CHOP inh 26.1, NPY1 pot ag -6.0, S1P4 agonist 0.8, p47phox inh -7.3 and BaF3 parental 6.5.
`CCOC(=O)/C(C#N)=C\c1cccnc1` gave NPY2 pot ag 4.6, NPY Y1 blocker -0.1, Ba/F3 V617F tox -2.0, S1P4 antagonist -40.1, CHOP inh -0.8, NPY1 pot ag 2.4, S1P4 agonist 1.2, p47phox inh 3.0 and BaF3 parental 0.5.
CCN1CCC2(CC1)Oc1c(OC)cccc1C1CC(c3cccnc3)=NN12 (centres undefined) was read as NPY2 pot ag 8.4, Ba/F3 V617F tox -2.7, S1P4 antagonist 0.5, CHOP inh 3.8, NPY1 pot ag -3.9, S1P4 agonist 2.0, p47phox inh -15.1 and BaF3 parental -0.1.
O=C1CN(C(=O)/C=C/c2ccccc2F)c2ccccc2N1 was read as NPY2 pot ag -2.5, NPY Y1 blocker 1.5, Ba/F3 V617F tox -4.6, S1P4 antagonist -4.2, CHOP inh 12.8, NPY1 pot ag -11.2, S1P4 agonist 0.0, p47phox inh -2.4 and BaF3 parental 2.4.
O=C(Cn1nnc(-c2cc(C(F)(F)F)cc(C(F)(F)F)c2)n1)NNC(=S)Nc1ccc(Cl)cc1 was read as NPY2 pot ag -5.8, Ba/F3 V617F tox 1.4, S1P4 antagonist 2.0, CHOP inh 12.9, NPY1 pot ag 8.9, S1P4 agonist -0.6, p47phox inh -2.5 and BaF3 parental -1.2.
Screening Cc1ccc(C)c(NC(=O)CSc2nnc([C@@H]3CCCN3C(=O)OC(C)(C)C)o2)c1 returned NPY2 pot ag -12.1, NPY Y1 blocker -9.5, Ba/F3 V617F tox 3.7, S1P4 antagonist -26.8, CHOP inh 24.4, NPY1 pot ag 6.1, S1P4 agonist 0.5, p47phox inh -4.7 and BaF3 parental 2.4.
For CCOC(=O)C1CCN(S(=O)(=O)c2ccc(-n3cnnn3)c(C)c2)CC1 the results were NPY2 pot ag 8.2, NPY Y1 blocker -4.2, Ba/F3 V617F tox -1.9, S1P4 antagonist -2.9, CHOP inh 0.5, NPY1 pot ag -9.2, S1P4 agonist 0.7, p47phox inh -4.6 and BaF3 parental 1.4.
For COc1ccc(S(=O)(=O)N(C)CC(=O)N2CCOCC2)cc1Cl the results were NPY2 pot ag -10.7, NPY Y1 blocker -3.0, Ba/F3 V617F tox -0.4, S1P4 antagonist -14.0, CHOP inh -7.0, NPY1 pot ag -16.3, S1P4 agonist 4.8, p47phox inh -11.6 and BaF3 parental 0.6.
CN(Cc1cnn(C)c1)Cc1nc(Cc2ccccc2Cl)no1 was read as NPY2 pot ag 1.1, NPY Y1 blocker 3.6, Ba/F3 V617F tox 2.4, S1P4 antagonist -10.1, CHOP inh 8.3, NPY1 pot ag 1.3, S1P4 agonist 1.0, p47phox inh 42.9* and BaF3 parental 6.7.
`O=C(Cn1c(=O)oc2ccccc21)NCCc1ccccc1Cl` gave NPY2 pot ag 0.6, NPY Y1 blocker 2.3, Ba/F3 V617F tox 3.5, S1P4 antagonist -21.3, CHOP inh 11.1, NPY1 pot ag -10.4, S1P4 agonist 0.9, p47phox inh -4.0 and BaF3 parental 1.1.
For CCOc1ccc(C2=Cc3cc(OC)c(OC)cc3C(=C(Cl)Cl)O2)cc1 the results were NPY2 pot ag -0.6, NPY Y1 blocker -6.4, Ba/F3 V617F tox 1.8, S1P4 antagonist -8.4, CHOP inh -19.2, NPY1 pot ag 11.7, S1P4 agonist -1.5, p47phox inh -8.5 and BaF3 parental 5.9.
`O=c1c2ccccc2nnn1CSc1ccccc1F` gave NPY2 pot ag -13.8, NPY Y1 blocker 2.4, Ba/F3 V617F tox 0.7, S1P4 antagonist -12.0, CHOP inh 8.2, NPY1 pot ag -13.0, S1P4 agonist 0.2, p47phox inh -10.0 and BaF3 parental 3.2.
COc1ccc(/C=C\C(=O)NCc2ccc3c(c2)cc(C)n3C)cc1OC was read as NPY2 pot ag 6.1, NPY Y1 blocker -2.1, Ba/F3 V617F tox -0.2, S1P4 antagonist 10.1, CHOP inh 7.2, NPY1 pot ag -10.6, S1P4 agonist -0.6, p47phox inh -1.7 and BaF3 parental 3.3.
O=C(c1ccc(S(=O)(=O)N2CCOCC2)cc1)N(c1ccccn1)C1CCCCC1 was read as NPY2 pot ag 1.0, Ba/F3 V617F tox -4.4, S1P4 antagonist -7.8, CHOP inh 17.8, NPY1 pot ag 23.2, S1P4 agonist 0.0, p47phox inh 10.8 and BaF3 parental -0.2.
COC(=O)c1c(NC(=O)COC(=O)[C@@H](NS(=O)(=O)c2ccc(C)cc2)C(C)C)sc2c1CCC2 was read as NPY2 pot ag -18.9, NPY Y1 blocker 2.5, Ba/F3 V617F tox 0.8, S1P4 antagonist -11.4, CHOP inh 62.3, NPY1 pot ag -23.1, S1P4 agonist -0.4, p47phox inh -8.2 and BaF3 parental 3.8.
For O=S(=O)(c1ccc(N2CCN(c3ccc(F)cc3)CC2)cc1)N1CCCC1 the results were NPY2 pot ag 2.5, NPY Y1 blocker -1.4, Ba/F3 V617F tox 0.2, S1P4 antagonist -15.7, CHOP inh 15.2, NPY1 pot ag 4.6, S1P4 agonist 1.8, p47phox inh -5.8 and BaF3 parental 3.9.
`Cc1ccccc1C(=O)NNC1CC(=O)N(c2ccc3c(c2)OCCO3)C1=O` (centres undefined) gave NPY2 pot ag 11.4, NPY Y1 blocker 6.2, Ba/F3 V617F tox -3.5, S1P4 antagonist -0.8, CHOP inh -10.9, NPY1 pot ag -13.8, S1P4 agonist 1.5, p47phox inh -11.8 and BaF3 parental 0.7.
Screening O=C(O)CN1CCc2ccccc2C1 returned NPY2 pot ag 3.8, NPY Y1 blocker -0.5, Ba/F3 V617F tox -5.1, S1P4 antagonist 1.2, CHOP inh -5.7, NPY1 pot ag 20.4, S1P4 agonist -2.2, p47phox inh -7.0 and BaF3 parental 0.8.
CCC(=O)N1CCCc2cc(S(=O)(=O)NCc3cccs3)ccc21 was read as NPY2 pot ag -3.2, NPY Y1 blocker -5.5, Ba/F3 V617F tox -2.9, S1P4 antagonist -15.1, CHOP inh 20.7, NPY1 pot ag -26.6, S1P4 agonist 1.3, p47phox inh 0.4 and BaF3 parental 2.0.

Source: PubChem (several laboratories)

This is a random part of the collection (roughly 7.1% active in at least one column).
